Source: PubChem BioAssay (several laboratories)
PP5 primary: PP5 phosphatase inhibitors, primary screen, biochemical, fluorescence | Serine/threonine-protein phosphatase 5 (Homo sapiens), P53041 | purified PP5c, OMFP substrate fluorescence | inhibition, % at 6.7 µM | hit rate 0.18% among 320,000;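 active = inhibition above the campaign's mean inhibition across all tested compounds plus 3 SD, cut at about 9.5% in these data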;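 also: 0% = DMSO only and 100% = 100 µM cantharidin control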
Target sequence (P53041 whole entry, looked up): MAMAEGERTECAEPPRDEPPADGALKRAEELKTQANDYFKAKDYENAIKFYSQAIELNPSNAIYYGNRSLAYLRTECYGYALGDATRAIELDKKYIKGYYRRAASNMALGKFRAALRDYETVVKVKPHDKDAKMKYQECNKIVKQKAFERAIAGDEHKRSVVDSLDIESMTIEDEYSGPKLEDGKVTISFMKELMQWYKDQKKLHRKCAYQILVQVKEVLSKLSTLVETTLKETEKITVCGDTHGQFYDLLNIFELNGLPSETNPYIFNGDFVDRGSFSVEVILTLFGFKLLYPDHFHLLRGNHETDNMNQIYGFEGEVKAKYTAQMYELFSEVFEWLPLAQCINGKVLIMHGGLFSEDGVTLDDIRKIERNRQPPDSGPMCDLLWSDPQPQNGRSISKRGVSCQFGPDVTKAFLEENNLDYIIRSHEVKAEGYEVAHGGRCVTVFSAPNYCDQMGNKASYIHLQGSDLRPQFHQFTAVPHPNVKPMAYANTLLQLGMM
HCV core dimer: inhibitors of HCV core protein dimerization, primary screen, biochemical, TR-FRET, high-throughput; TR-FRET GST/Flag-core106 dimerization, 1536-well; inhibition, % at 5 µM; hit rate 0.33% among 300,000; AID 1899, 2009;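 active = inhibition above the mean of all tested compounds plus 3 SD, set per screening campaign, cut at about 45% in these data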
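System – GST-tagged and Flag-tagged HCV core protein residues 1-106 · Repeats – one well for each compound · Technique – TR-FRET 671 and 617 nm emission · Doses – one concentration, 5 µM, in 0.5% DMSO · Times – 4 h, 22.5 °C incubation · Also added – Eu donor and XL665 acceptor anti-tag antibodies · Measure – percent inhibition of core106 dimerization signal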
Fh CTSL1 inh: Fasciola hepatica cathepsin L1 inhibitors, primary screen, counter-screen for PFM18AAP inhibitor project, biochemical, QFRET, fluorogenic peptide substrate; recombinant F. hepatica cathepsin L1, Z-Leu-Arg-MCA fluorescence; inhibition, % at 5.96 µM; hit rate 0.49% among 300,000;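 active = inhibition above the mean of all tested compounds plus 3 SD, set per screening campaign, cut at about 17% in these data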;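 also: 0% = plate median of test compound wells and 100% = 1 µM Z-Phe-Ala-diazomethylketone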
VLA-4 inh: inhibition in human VLA-4 binding assay, primary screen, VLA-4 allosteric modulator project, MLPCN library, flow cytometry, VLA-4 expressing cells; Integrin alpha-4 (Homo sapiens), P13612; ligand binding flow cytometry; inhibition, % (about 7 µM as worked out from the volumes in the protocol); hit rate 0.2% among 330,000; in the data active = inhibition above about 50%
GRK2 inh: compounds blocking aptamer binding on GRK2 – biochemical, human GRK2, bead flow cytometry, HTS, primary screen; Beta-adrenergic receptor kinase 1 (Homo sapiens), P25098; FAM-aptamer displacement from GRK2; inhibition of aptamer binding, % at 10 µM; hit rate 0.59% among 330,000;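 active = inhibition of aptamer binding above 40%, roughly 3 SD of noise, on plates passing a quality check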;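 also: median bead fluorescence of bound FAM aptamer so fluorescent compounds give negative values; no value below 0 was filed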
procasp7 counter: procaspase-7 activators, primary screen, counter-screen for procaspase-3 activator project, biochemical, absorbance, HTS, human. recombinant procaspase-7, Ac-DEVD-pNA absorbance 405 nm; D23A/D198A/D206A triple mutant, cannot self-cleave; scale: DMSO 0, 5 µM enzyme 100. Caspase-7 (Homo sapiens), P55210. hit rate 0.093% among 330,000. activation, % at 8.5 µM;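 active = percent activation above the screen-wide mean plus 3 SD, cut at about 25% in these data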
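signal = Epi-absorbance of released pNA at 405 nm, two timepoints | assay system = Uncleavable procaspase-7 mutant enzyme | reagent = Ac-DEVD-pNA substrate, 400 µM as added | times = 1 h enzyme–compound preincubation and 2 h substrate reaction, both 25 °C | benchmarks = low DMSO alone, high DMSO plus 5 µM PC-7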
GASC-1 inh: inhibitors of GASC-1 histone demethylase, primary screen, biochemical, fluorescence, DELFIA europium. inhibition, % at 2.35 µM. GST-JMJD2C(1-420) H3K9me3 demethylation. hit rate 0.069% among 330,000. Lysine-specific demethylase 4C (Homo sapiens), Q9H3R0;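 active = more than half of a compound's replicate wells show inhibition beyond 50%, single wells judged on their own value; inconclusive = some, but no more than half, of replicates pass 50% inhibition; inactive = no replicate passes 50% inhibition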;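 also: signal counts dimethyl H3K9 product captured on neutravidin plate; 0% = median of DMSO wells and 100% = 0.3 times that DMSO median; strong numbers were not always called active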
Target sequence (Q9H3R0 1-420 limits assumed): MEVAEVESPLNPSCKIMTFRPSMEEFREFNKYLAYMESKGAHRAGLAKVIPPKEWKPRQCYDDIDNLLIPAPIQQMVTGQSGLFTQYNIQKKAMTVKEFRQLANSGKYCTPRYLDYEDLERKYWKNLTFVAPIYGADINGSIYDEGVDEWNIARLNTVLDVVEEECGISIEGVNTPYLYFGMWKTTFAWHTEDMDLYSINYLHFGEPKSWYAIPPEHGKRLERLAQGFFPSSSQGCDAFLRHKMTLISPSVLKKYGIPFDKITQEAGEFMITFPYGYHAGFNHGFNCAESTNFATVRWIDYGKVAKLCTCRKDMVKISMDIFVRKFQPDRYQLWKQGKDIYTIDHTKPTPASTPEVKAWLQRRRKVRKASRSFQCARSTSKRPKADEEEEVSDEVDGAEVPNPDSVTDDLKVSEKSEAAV
procasp3 activ: activators of human procaspase-3 D3A mutant, primary screen, biochemical, absorbance, PC-3 D3A mutant, single concentration. hit rate 0.11% among 330,000. recombinant procaspase-3 D3A, Ac-DEVD-pNA absorbance 405 nm. activation, % at 8.5 µM;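 active = activation above the mean of all tested compounds plus 3 SD, cut at about 21% in these data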;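 also: 0% = DMSO alone and 100% = DMSO wells spiked with extra 5 µM PC-3 D3A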
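assay system = Procaspase-3 D3A mutant | signal = absorbance at 405 nm, 0 and 120 min | times = 1 h preincubation plus 2 h reaction at 25 °C | repeats = single replicate | read-out = % activation between DMSO and enzyme-spiked controls | medium = Zinc-free HEPES saline buffer with Triton X-100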
PP1 counter: PP1-alpha phosphatase inhibitors, primary screen, counter-screen for PP5 inhibitor project, biochemical, fluorescence, OMFP substrate, single point. Serine/threonine-protein phosphatase PP1-alpha catalytic subunit (Homo sapiens), P62136. purified PP1alpha. inhibition, % at 6.7 µM. hit rate 0.9% among 320,000;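 active = inhibition above the mean inhibition of all tested compounds plus 3 SD, computed separately for each screening campaign, cut at about 15% in these data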
An asterisk follows results filed as active; i = inactive; u = inconclusive; x = no result given.

SMILES	PP5 primary	HCV core dimer	Fh CTSL1 inh	VLA-4 inh	GRK2 inh	procasp7 counter	GASC-1 inh	procasp3 activ	PP1 counter
O=C(NC1CCCC1)c1ccc2c(c1)N(Cc1ccc(F)cc1)CCS2	4.5	-8	4	2	1	2	-6	-4	5
CCOc1ccc(CCNC(=O)c2cc(=O)[nH]c3ccc(S(=O)(=O)N(CC)CC)cc23)cc1OCC	1.6	-8	0	-2	0	-6	-16	11	-3
COc1ccc(CC(=O)Nc2cccc3ncccc23)cc1OC	-1.8	-4	-2	3	1	1	-24	7	-6
c1ccc2c(C[C@@H]3CNCCN3CC3CCCCC3)cccc2c1	3.0	-33	-3	6	0	-7	-5	-6	5
O=C(COc1ncnc2scc(-c3ccccc3)c12)NC1CCCc2ccccc21 (stereo not given)	4.1	0	2	-3	2	-1	-11	3	4
COc1ccc(NC(=O)COC(C)=O)cc1OC	-1.3	-4	-3	1	4	-5	-5	1	-5
CCOC(=O)c1nn(-c2cccc(Cl)c2)c2nc(Nc3ccccc3)cc(=O)n12	-0.8	8	3	-2	0	0	-2	-10	0
Cc1ccc(S(=O)(=O)n2nc(-n3c(C)ccc3C)c3c(F)cccc32)c2ccccc12	-1.4	1	-1	2	0	1	-37	-5	-4
Cc1ccccc1-c1nnc(-c2ccccc2C)o1	-1.1	11	-1	-2	0	-4	7	3	-1
COc1ccc(C(=O)C(CN2CCOCC2)c2ccccc2)cc1 (stereo not given)	1.0	-6	-3	42	0	-6	-4	1	3
COc1ccccc1-c1coc2c(CN3CCCC(C)C3)c(O)ccc2c1=O (stereo not given)	-6.4	-21	6	-8	1	-9	-28	-4	1
O=C(Nc1nncs1)c1c(F)c(F)c(F)c(F)c1F	1.2	-3	1	i	0	10	-9	-1	-2
CCN(CC)S(=O)(=O)c1ccc(Nc2nc3ccccc3n3nnnc23)cc1	6.8	35	0	3	1	-9	-7	2	5
COc1ccc(CCC(=O)Nc2cccc(S(=O)(=O)N3CCCC3)c2)cc1OC	2.2	x	x	6	0	9	x	-5	0
O=C(CSc1nc2ccccc2[nH]1)N1CCN(c2ccccc2)CC1	0.6	0	0	-24	0	5	i	-5	1
Cc1cc(C)cc(N2CC(C(=O)NC3CCCCC3)CC2=O)c1 (stereo not given)	1.5	-2	-1	3	0	-1	-4	-1	1
COc1ccc(/C=N/n2c(C)cc(C)c(C(N)=O)c2=O)cc1	-1.0	1	1	20	2	8	-7	3	2
O=C(CSc1nncs1)NCCNC(=O)CSc1nncs1	-0.7	-2	-1	8	1	8	-5	7	-4
Cc1ccc2[nH]c(=O)c(CN(Cc3cccnc3)C(=S)NCCCN(C)C)cc2c1	-1.8	3	2	7	5	7	-2	-8	-2
O=C(NCC1CCCO1)c1cccc(S(=O)(=O)N2CCOCC2)c1 (stereo not given)	0.9	6	7	7	0	5	-5	-4	-2

Compound profiles, as listed above. Values in the order: PP5 primary, HCV core dimer, Fh CTSL1 inh, VLA-4 inh, GRK2 inh, procasp7 counter, GASC-1 inh, procasp3 activ, PP1 counter
COc1ccccc1-c1coc2c(CN3CCCC(C)C3)c(O)ccc2c1=O (stereo not given) in the list: -6.4, -21, 6, -8, 1, -9, -28, -4, 1
O=C(NCC1CCCO1)c1cccc(S(=O)(=O)N2CCOCC2)c1 (stereo not given) in the list: 0.9, 6, 7, 7, 0, 5, -5, -4, -2
O=C(Nc1nncs1)c1c(F)c(F)c(F)c(F)c1F in the list: 1.2, -3, 1, i, 0, 10, -9, -1, -2
CCOc1ccc(CCNC(=O)c2cc(=O)[nH]c3ccc(S(=O)(=O)N(CC)CC)cc23)cc1OCC in the list: 1.6, -8, 0, -2, 0, -6, -16, 11, -3

The list continues.
SMILES	PP5 primary	HCV core dimer	Fh CTSL1 inh	VLA-4 inh	GRK2 inh	procasp7 counter	GASC-1 inh	procasp3 activ	PP1 counter
Cc1cnc([N+](=O)[O-])n1CCOC(=O)NC(=O)c1ccccc1	-1.7	-2	1	2	1	4	-2	2	4
COc1ccc(-c2cn3cc(C(=O)NN)ccc3n2)cc1	2.0	0	2	9	2	-4	6	5	-5
COc1ccc(CN2CCC(C(=O)c3cccc(Cl)c3)CC2)cc1	0.0	3	0	-2	0	-2	5	8	0
O=C(Nc1ccc(OC(=O)c2ccco2)cc1)c1ccco1	0.1	10	-16	23	2	-2	0	-3	-7
O=C(CCNC(=O)c1ccccc1)OCN1C(=O)c2ccccc2C1=O	-1.2	4	-42	-15	0	3	13	9	-6
Cc1ccc(S(=O)(=O)NC2OC(=O)C(Cl)=C2Cl)cc1 (stereo not given)	-2.5	10	-1	12	1	-16	-14	-18	0
CC1(C)C=C(c2ccc(O)cc2)CC(C)(C)N1	-1.0	0	2	-2	0	-2	-4	3	-1
CSCCC(NC(=O)CCC(=O)OCC(=O)[C@@]1(O)CCC2[C@@H]3CCC4=CC(=O)C=C[C@]4(C)C3[C@@H](O)C[C@@]21C)C(=O)O (stereo not given in full)	-1.2	4	-12	15	0	16	-20	8	2
CSc1ccc(C(=O)C2CCCN(Cc3ccc(N4CCNC4=O)cc3)C2)cc1 (stereo not given)	0.4	5	1	25	0	2	4	-1	-2
Cc1ccc(SCC(=O)Nc2ccc(S(=O)(=O)Nc3nccs3)cc2)cc1	4.2	-2	2	4	1	-11	0	8	0
c1ccc(Nc2nc(-c3ccccc3)nc3ccccc23)cc1	6.2	0	0	1	2	2	7	-2	3
O=C(Nc1cccc(-c2nc3ccccc3o2)c1)c1ccc(N2C(=O)C3C4C=CC(C4)C3C2=O)cc1 (stereo not given)	3.2	22	0	-11	3	8	1	9	1
CCc1ccnc(NS(=O)(=O)c2ccc3c(c2)CCO3)c1	-3.0	-1	-4	-1	0	-1	-16	1	-2
O=C(CCCN1C(=O)CCC1=O)Nc1cccc(C(F)(F)F)c1	1.5	-7	-3	-2	0	12	3	-4	-1
COc1ccc(CNc2ccc(S(=O)(=O)N3CCN(C)CC3)cn2)cc1OC	0.9	1	-1	9	0	5	u	6	-3
COc1cc(Br)c(-c2sc(Nc3ccccc3)n[n+]2-c2ccc(F)cc2)cc1OC	3.2	-35	0	23	5	-16	3	-13	-5
O=C(O)C1C2CCC(O2)C1C(=O)NCc1ccc(Cl)cc1 (stereo not given)	48*	-1	1	4	0	13	24	-5	32*
Oc1ccc(Br)cc1/C=N/n1cnc2ccccc21	0.6	2	4	5	0	1	1	9	0
Cc1ccc(NC(=O)CN(C)CC(=O)Nc2ccccc2Oc2ccccc2)cc1	5.8	6	0	4	0	-1	16	15	4
COc1ccc(NC(=O)CC2CCCCC2)cc1OC	-2.3	5	10	-4	0	1	7	-2	-6
CO/N=C/CC(=O)Nc1ccc(F)cc1F	0.4	-6	-3	-1	2	6	-28	9	-5
CCOCCCNC(=O)c1ccc(Br)cc1	4.0	-9	-3	10	0	-5	4	-7	-7
S=c1[nH]nc(C2CCCCC2)n1/N=C/c1ccccc1	1.4	13	-7	4	0	-13	-1	0	-1
Cc1c(N2C(=O)c3cccc4cccc(c34)C2=O)cnn1C	2.8	-7	4	-8	1	5	16	5	-4
CCN1CCN(S(=O)(=O)c2ccc(Cl)c(C(=O)N(C)Cc3ccc(F)cc3)c2)CC1	-2.3	0	6	2	1	3	0	0	-4
Cc1cc(C)c(S(=O)(=O)n2c([N+](=O)[O-])cnc2C)c(C)c1	1.1	-3	-5	15	3	7	-4	-6	-6
COc1ccc(-c2nc(N)n(C(=O)c3ccc(C)cc3)n2)cc1	2.0	4	-1	5	5	6	10	8	-3
CCOc1ccc2[nH]c(=O)c(CN(CCN3CCCC3)C(=S)Nc3ccccc3OCC)cc2c1	-3.4	0	2	-1	0	7	7	-6	-8
Cc1ccc(NC(=O)Nn2cnnc2)c(C)c1	0.2	13	1	12	26	4	-25	-7	-3
O=C1CN(C(=O)c2ccccc2Cl)c2ccccc2N1	-1.4	7	-1	4	0	3	12	4	1
O=S(=O)(Nc1ccc(-n2cccc2)cc1)c1ccccc1	3.1	7	2	8	0	-3	-1	4	-4
CC(C)(C)c1ccc(C(=O)NC(=O)COC(=O)c2ccc(Br)o2)cc1	x	x	x	7	10	1	0	3	x
Cc1ccc(C2C(=O)N(C3CCCC3)CC(=O)N2C2CCCCC2)cc1 (stereo not given)	4.9	8	2	-3	2	4	9	0	-4
Nc1nnnn1CC(=O)N/N=C/c1cc([N+](=O)[O-])ccc1O	1.3	0	1	0	0	0	4	-8	-2
Cc1cc(C)nc(Nc2n[nH]c(-c3ccccc3Cl)n2)n1	0.8	2	-2	9	0	1	17	-2	1
Cc1ccccc1C(=O)NC(=S)N(CCO)Cc1ccccc1	0.7	5	0	2	0	-8	-5	-6	4
C/C(=N/NC(=O)c1cc(-c2ccc(Cl)s2)[nH]n1)c1ccco1	0.5	-7	0	3	0	7	-2	-5	0
O=C(CN1C(=O)c2cccc([N+](=O)[O-])c2C1=O)NCc1ccccc1	0.8	-14	4	-75	0	6	2	3	1
Cc1cc(=O)[nH]c(SCC(N)=O)c1C#N	-1.8	-10	1	-1	2	6	2	1	-1
Cc1ccc(C)c2c1N(Cc1ccccc1)C(=O)C21OCCO1	3.3	1	-2	-7	0	3	1	-12	-6
COc1ccc(-c2c(-c3ccccc3OC)sc3ccccc23)cc1	3.0	-81	-4	0	0	-7	-11	5	-3
COc1ccc(NC(=O)c2nnn(Cc3ccc(SC)cc3)c2N)c(OC)c1	-0.6	2	1	11	0	9	-2	13	-3
COc1ccc(Cl)cc1NC(=O)C/C(C)=N/NC(=O)c1ccccc1Cl	0.5	2	0	0	0	-11	-13	4	-2
O=C(COC(=O)/C=C/C(=O)N1CCN(c2ccccc2)CC1)NC(c1ccccc1)c1ccccc1	0.6	6	3	10	0	-1	-7	5	-3
COc1cc2c(cc1OC)C(c1ccccc1)N(C(=O)c1ccccc1F)CC2 (stereo not given)	3.3	12	-18	19	1	1	-2	7	2

Structural class: the entries above with a COOH group (2)
SMILES	PP5 primary	HCV core dimer	Fh CTSL1 inh	VLA-4 inh	GRK2 inh	procasp7 counter	GASC-1 inh	procasp3 activ	PP1 counter
CSCCC(NC(=O)CCC(=O)OCC(=O)[C@@]1(O)CCC2[C@@H]3CCC4=CC(=O)C=C[C@]4(C)C3[C@@H](O)C[C@@]21C)C(=O)O (stereo not given in full)	-1.2	4	-12	15	0	16	-20	8	2
O=C(O)C1C2CCC(O2)C1C(=O)NCc1ccc(Cl)cc1 (stereo not given)	48*	-1	1	4	0	13	24	-5	32*

Random draw from the library. Share with any hit: about 2.6%.
